Screening data from PubChem.
Mtb BioA inh: M. tuberculosis BioA enzyme inhibitors, primary screen, biochemical, plate reader, single point, HTS; purified M. tuberculosis BioA enzyme; 7,8-diaminopelargonic acid synthase BioA (Mycobacterium tuberculosis); 360,000 tested, 0.096% active; inhibition, % at 9.99 µM; AID 602481, 2012; in the data active = inhibition above about 40%; inconclusive = no clear call, values can overlap the other calls
PfHsp40 yeast: rescue of yeast from PfHsp40 toxicity, primary screen, S. cerevisiae, ATP luminescence | 340,000 tested, 0.68% active | AID 504582, 2011 | S. cerevisiae expressing PfHsp40, growth rescue | growth rescue, % at 12.5 µM; in the data active = growth rescue above about 28%, passing the limit was not always enough; inconclusive = no clear call, values can overlap the other calls;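 note: yeast W303a lacking pdr1 and pdr3 grown in galactose medium; growth measured after three days at 30 °C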
Mtb UGM inh: M. tuberculosis UGM enzyme inhibitors, primary screen, biochemical, fluorescence polarization, single point | 320,000 tested, 0.06% active | purified UGM, fluorescence polarization probe displacement | UDP-galactopyranose mutase (Mycobacterium tuberculosis (strain ATCC 25618 / H37Rv)), … | inhibition, % at 10 µM; in the data active = inhibition above about 10%, passing the limit was not always enough; inconclusive = no clear call, values can overlap the other calls
FadD28 FP inh: inhibitors of FadD28 bisubstrate probe binding, primary screen, biochemical, fluorescence polarization, single point. 360,000 tested, 0.22% active. inhibition, % at 12.5 µM. Mycobacterium tuberculosis FadD28 fatty-acid-AMP ligase; in the data active = inhibition above about 8.5%, passing the limit was not always enough; inconclusive = no clear call, values can overlap the other calls
Mtb FBA inh: Mtb FBA enzyme inhibitors, primary screen, biochemical, fluorescence, strain H37Rv; Fructose-bisphosphate aldolase (Mycobacterium tuberculosis (strain ATCC 25618 / H37Rv)), …; purified M. tuberculosis FBA, fluorescence read-out; inhibition, % at 1 µM; 360,000 tested, 2.3% active; AID 588726, 2011; in the data active = inhibition above about 27%;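 note: 0% = vehicle and 100% = reference inhibitor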
Target sequence (P9WQA3 whole entry, looked up): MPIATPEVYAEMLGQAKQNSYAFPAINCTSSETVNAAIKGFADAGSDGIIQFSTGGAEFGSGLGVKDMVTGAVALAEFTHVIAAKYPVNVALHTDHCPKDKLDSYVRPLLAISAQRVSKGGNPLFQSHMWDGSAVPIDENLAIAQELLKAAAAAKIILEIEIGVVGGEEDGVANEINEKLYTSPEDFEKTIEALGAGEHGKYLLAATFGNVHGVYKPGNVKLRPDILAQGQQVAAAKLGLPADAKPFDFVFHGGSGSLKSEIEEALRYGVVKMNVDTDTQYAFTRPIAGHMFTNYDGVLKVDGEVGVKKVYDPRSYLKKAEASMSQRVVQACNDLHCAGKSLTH
BoNT F protease: BoNT/F light chain protease inhibitors, primary screen, biochemical, flow cytometry, MLPCN library; Botulinum neurotoxin type F light chain protease (Clostridium botulinum); Multiplex microsphere protease cleavage assay; AID 588497, 2011; inhibition, % at 10 µM; 360,000 tested, 0.22% active; in the data active = inhibition above about 35%, passing the limit was not always enough; inconclusive = no clear call, values can overlap the other calls; note: plate controls were buffer without enzyme for full effect and enzyme alone for no effect
Anthrax LF prot: Bacillus anthracis LF protease inhibitors, primary screen, biochemical, multiplex microsphere, MLPCN library; multiplex microsphere protease cleavage assay; inhibition, % at 10 µM; 360,000 tested, 0.12% active; AID 588501, 2011; note: plate controls were buffer without enzyme for full effect and enzyme alone for no effect
Target sequence (P15917 whole entry, looked up): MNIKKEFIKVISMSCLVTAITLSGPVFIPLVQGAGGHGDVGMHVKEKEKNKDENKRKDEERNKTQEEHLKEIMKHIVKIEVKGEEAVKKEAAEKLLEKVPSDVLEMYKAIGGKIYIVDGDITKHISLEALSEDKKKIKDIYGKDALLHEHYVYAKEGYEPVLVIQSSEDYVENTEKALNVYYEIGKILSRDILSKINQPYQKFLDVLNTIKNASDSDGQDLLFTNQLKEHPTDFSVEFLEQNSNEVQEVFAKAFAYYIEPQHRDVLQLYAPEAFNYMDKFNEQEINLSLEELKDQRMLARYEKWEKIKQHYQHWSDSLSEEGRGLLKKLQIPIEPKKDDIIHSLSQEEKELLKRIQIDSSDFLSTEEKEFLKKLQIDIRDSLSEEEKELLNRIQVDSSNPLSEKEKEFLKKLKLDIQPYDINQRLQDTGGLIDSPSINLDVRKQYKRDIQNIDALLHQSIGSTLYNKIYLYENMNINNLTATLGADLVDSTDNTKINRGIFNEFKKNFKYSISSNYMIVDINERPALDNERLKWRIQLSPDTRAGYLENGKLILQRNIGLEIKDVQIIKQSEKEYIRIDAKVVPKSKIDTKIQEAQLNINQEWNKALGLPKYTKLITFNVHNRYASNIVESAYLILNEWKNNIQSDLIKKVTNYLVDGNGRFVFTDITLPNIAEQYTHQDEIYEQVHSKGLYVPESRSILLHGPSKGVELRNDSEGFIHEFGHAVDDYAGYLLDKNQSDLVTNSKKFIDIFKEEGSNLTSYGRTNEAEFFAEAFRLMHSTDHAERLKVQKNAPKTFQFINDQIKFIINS
BoNT A protease: BoNT/A light chain protease inhibitors, primary screen, biochemical, flow cytometry, MLPCN library; multiplex microsphere protease substrate cleavage; 360,000 tested, 0.17% active; AID 588499, 2011; Botulinum neurotoxin type A light chain protease (Clostridium botulinum A str. ATCC 3502); inhibition, % at 10 µM; note: plate controls were buffer without enzyme for full effect and enzyme alone for no effect
GDH-TPI counter: GDH-TPI coupling enzyme inhibitors, primary screen, artefact control for M. tuberculosis FBA inhibitor project, biochemical, absorbance, full deck. GDH-TPI coupled enzyme counterscreen, NADH absorbance. 360,000 tested, 1.2% active. AID 588335, 2011. inhibition, % at 4.8 µM; in the data active = inhibition above about 30%;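 note: 0% = DMSO wells and 100% = wells lacking the enzyme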
* hit, by the source's call; ? = inconclusive; · = no result given. Cut-off read from the data, not from the text of the source, unless noted: active = inhibition above about 30%; inconclusive = no clear call, values can overlap the other calls; inactive = below that.

SMILES	Mtb BioA inh	PfHsp40 yeast	Mtb UGM inh	FadD28 FP inh	Mtb FBA inh	BoNT F protease	Anthrax LF prot	BoNT A protease	GDH-TPI counter
Cc1onc(-c2ccccc2Cl)c1C(=O)N[C@@H](C)c1ccccc1	-2.2	·	-0.9	-0.9	3.0	·	·	·	2.1
Cc1ccn2c(C(=O)CSc3ccccc3)c(C)nc2c1	·	-1.8	-0.7	0.6	0.7	-0.7	-0.6	2.4	12.9
CN1CCC(OC(=O)c2cccc(F)c2)CC1	·	1.1	2.0	-3.4	-2.7	6.0	-9.8	0.3	-8.1
CC1(C)Cc2c(C#N)c(OCC(=O)c3ccc(Cl)cc3)nc(-c3ccoc3)c2CO1	-1.8	-0.9	0.0	-0.8	-1.0	-12.5	-3.3	-0.1	6.9
CCOC(=O)N1CCN(C(=O)C2CCN(S(=O)(=O)c3cc(OC)ccc3OC)CC2)CC1	·	0.1	0.1	-0.1	1.4	-11.7	-5.3	-3.2	-1.6
CC(C)C[C@H](NC(=O)N1CC(=O)Nc2ccccc21)C(=O)N1CCC(C(=O)O)CC1	-0.7	1.4	-0.7	-1.2	-4.1	0.0	-2.0	0.8	-14.4
CC(C)CC(=O)NC(=S)Nc1ccc(F)cc1F	·	1.1	-1.6	-3.4	0.5	-2.3	-2.0	0.3	5.2
Cc1ccc(CNC(=O)C(=O)NCC2OCCN2C(=O)c2ccc3c(c2)OCO3)cc1 (configuration not stated)	-1.0	0.2	-0.1	-3.7	-2.0	-3.8	-2.1	-0.3	-6.9
Fc1ccc(C(c2nnnn2C2CCCC2)N(Cc2ccco2)CC2CCCO2)cc1 (configuration not stated)	1.9	0.6	-1.1	-1.5	0.0	0.5	-0.2	-1.1	8.7
CCOC(=O)c1c(NC(=O)CS(=O)(=O)c2cn(CC)c3ccccc23)sc2c1CCCCC2	-3.2	0.7	-2.1	0.3	3.3	-0.3	0.8	0.5	6.2
Cc1ccc(NC(=O)Cn2nnc(C(=O)NCCc3ccccc3)c2N)c(C)c1	0.2	-0.8	-2.7	-0.7	1.9	-0.2	-2.1	0.2	6.3
O=S(=O)(c1ccc(F)cc1)c1snnc1-c1ccccc1	·	10.7	-1.6	-4.5	1.0	-3.7	-1.7	-0.1	-3.1
Cc1cccc(NS(=O)(=O)c2ccc3[nH]c(=O)cc(C(=O)O)c3c2)c1	·	1.8	-0.4	-1.5	-0.1	-2.9	-7.7	-0.9	7.5
CCn1cc(C2=NC(CC(C)C)CO2)c2ccccc21 (configuration not stated)	·	-0.9	1.2	-2.1	-2.0	-3.1	-1.7	-0.8	0.0
COCCCNCCCCOc1ccccc1-c1ccccc1	0.1	-1.1	0.7	0.0	2.0	1.5	-8.6	-0.1	-2.2
CC[C@]12c3[nH]c4ccc(OC)cc4c3CCN1C(=O)C(CC(=O)NCc1cccc(C(F)(F)F)c1)C[C@@H]2C(=O)N1CCN(C(=O)c2ccco2)CC1 (some centres not stated)	-0.1	?	·	-3.9	2.3	-5.8	0.6	-0.4	-7.5
O=C(O)C1CC(=O)N(c2ccc(OCc3ccc(Cl)cc3Cl)cc2)C1 (configuration not stated)	0.3	-1.2	-1.6	1.8	2.8	3.0	0.6	0.7	2.9
S=c1[nH]nc(COc2ccccc2)n1/N=C/c1ccccc1Cl	1.3	-1.8	0.4	-0.8	0.6	2.2	-5.1	0.7	1.9
Cc1cc(C)c2oc(C(=O)N3CCN(Cc4ccccc4)CC3)cc(=O)c2c1	8.1	3.6	1.7	-0.4	2.5	15.6	11.6	-1.9	0.4
Cc1ccc(OCc2cc(C(=O)N3CCC(c4ccccc4Cl)C3)no2)cc1C (configuration not stated)	0.6	0.5	-1.5	0.5	-0.9	0.0	-0.6	-1.2	-7.8
COc1ccccc1OCCNC(=O)c1cc([N+](=O)[O-])cc([N+](=O)[O-])c1	·	-1.6	-2.7	0.4	-5.5	6.0	-2.6	-1.0	-2.8
Cc1nnc(C)n1/N=C/c1cc(Br)cc(Br)c1O	-1.4	?	-0.5	-2.2	-7.1	18.5	1.4	0.4	-9.8
O=C(Nc1ccccc1)/C(=C/c1ccc([N+](=O)[O-])cc1)NC(=O)c1ccccc1	-1.4	-1.6	1.4	0.5	1.9	0.8	2.1	-0.8	4.1
CCc1nc2ccc(C(=O)NCCc3ccccn3)cn2c1N(C)Cc1cccs1	2.3	·	·	-0.2	0.4	-7.9	-4.2	-0.4	9.8
C=CCn1c(SCC(=O)c2ccccc2)nnc1-c1cc2ccccc2o1	1.3	-0.2	-0.4	-5.3	-1.3	-12.2	-1.9	-0.2	1.7

A draw from above in order of count of non-hydrogen atoms, smallest number first.
SMILES	Mtb BioA inh	PfHsp40 yeast	Mtb UGM inh	FadD28 FP inh	Mtb FBA inh	BoNT F protease	Anthrax LF prot	BoNT A protease	GDH-TPI counter
S=c1[nH]nc(COc2ccccc2)n1/N=C/c1ccccc1Cl	1.3	-1.8	0.4	-0.8	0.6	2.2	-5.1	0.7	1.9
O=C(Nc1ccccc1)/C(=C/c1ccc([N+](=O)[O-])cc1)NC(=O)c1ccccc1	-1.4	-1.6	1.4	0.5	1.9	0.8	2.1	-0.8	4.1
CCOC(=O)c1c(NC(=O)CS(=O)(=O)c2cn(CC)c3ccccc23)sc2c1CCCCC2	-3.2	0.7	-2.1	0.3	3.3	-0.3	0.8	0.5	6.2

The main list resumes, starting three compounds before the break.
SMILES	Mtb BioA inh	PfHsp40 yeast	Mtb UGM inh	FadD28 FP inh	Mtb FBA inh	BoNT F protease	Anthrax LF prot	BoNT A protease	GDH-TPI counter
O=C(Nc1ccccc1)/C(=C/c1ccc([N+](=O)[O-])cc1)NC(=O)c1ccccc1	-1.4	-1.6	1.4	0.5	1.9	0.8	2.1	-0.8	4.1
CCc1nc2ccc(C(=O)NCCc3ccccn3)cn2c1N(C)Cc1cccs1	2.3	·	·	-0.2	0.4	-7.9	-4.2	-0.4	9.8
C=CCn1c(SCC(=O)c2ccccc2)nnc1-c1cc2ccccc2o1	1.3	-0.2	-0.4	-5.3	-1.3	-12.2	-1.9	-0.2	1.7
CC(=O)Nc1cccc(NC(=O)COc2ccc3c(c2)CCC3)c1	4.7	0.1	-1.8	-2.7	2.1	7.4	-11.3	-0.4	8.4
COc1ccc(CCNC(=O)c2oc3ccc(S(=O)(=O)N4CCOCC4)cc3c2C)cc1OC	-0.3	0.9	-1.3	-3.1	2.6	5.4	5.9	0.5	3.2
O=C(/C=C/c1cccs1)c1ccco1	-0.9	-0.9	·	-1.1	1.2	2.6	5.4	3.0	13.3
O=S(=O)(NC1CCCCC1)c1cccs1	-0.8	-1.8	-2.2	-4.4	-7.1	1.4	-0.4	-0.9	-3.0
CC(=O)OC[C@@H]1CN(Cc2cccc(C(F)(F)F)c2)C[C@H](n2cnc3c(NCc4ccco4)ncnc32)O1	0.1	·	·	-2.5	2.3	-3.6	-3.4	-0.5	-2.2
COc1ccc(C(=O)COC(=O)c2ccccc2O)c(OC)c1	0.2	1.2	-0.9	-2.6	4.4	-8.9	-0.6	-0.5	8.6
CCc1nc2c(OC)cccn2c1N(C)C(=O)c1ccccc1F	-1.3	·	·	-1.3	-1.9	-3.7	-2.3	-0.7	14.2
CC(C)(C)CNC(CO)C12CC3CC(CC(C3)C1)C2 (configuration not stated)	-1.1	0.4	1.2	-2.2	1.8	-1.0	-0.8	0.2	-1.0
FC(F)(F)c1cccc(Cc2noc(CN3C[C@@H]4CCC[C@H]3C4)n2)c1	·	0.4	-0.9	-4.1	-7.1	2.4	-3.2	-0.3	-7.0
Cc1cc(Br)cn2c(Cc3ccccc3)c(-c3ccccc3)nc12	-0.5	·	·	-2.4	3.6	2.3	2.7	1.4	·
CCn1nnnc1NC(=O)c1ccc2ccccc2c1	·	1.3	-0.5	-0.4	1.4	8.0	0.6	0.1	-0.6
O=C(CN1CCN(c2nc(-c3ccccc3)cs2)CC1)Nc1ccc2c(c1)OCO2	0.7	-0.2	0.3	0.8	-0.9	-17.0	-3.5	-1.4	15.7
O=C(COC(=O)c1ccc(N2CCCC2=O)cc1)c1ccccc1	-2.7	1.2	1.0	0.7	0.8	3.0	0.2	-0.2	8.9
CC(OC(=O)C1CC(=O)N(Cc2ccco2)C1)C(=O)Nc1ccc(F)cc1Cl (configuration not stated)	8.2	-1.6	0.0	-3.2	-0.1	2.7	1.7	-0.2	2.2
CCCCCCCC(=O)NNC(=O)c1c(O)c2ccccc2n(CCC)c1=O	-0.1	3.0	0.2	-0.2	-0.4	-5.0	-0.4	-0.6	6.9
O=C(N/N=C/c1ccc(N2CCCCC2)o1)c1ccccc1	·	-0.7	2.1	-1.2	-2.1	2.3	0.6	-0.2	5.9
CCCCOC(=O)c1ccc(NC(=S)NC(=O)c2c(Br)c(C)nn2C)cc1	0.1	3.4	0.0	-1.4	1.5	-2.9	-2.0	0.4	2.9
COc1ccc(C(=O)OCC(=O)NC(=O)NC(C)C)cc1OC	·	0.4	-2.0	-1.0	1.3	1.5	-5.5	0.6	-1.2
COc1ccc(NC(=O)CSCC(=O)NCc2ccco2)cc1	0.2	-0.1	-0.6	-2.7	2.6	-5.9	-4.5	0.5	-9.2
CCOc1ccc(N(CC(=O)NCc2ccco2)S(=O)(=O)c2ccc(OC)c(OC)c2)cc1	-0.7	-1.6	-0.9	-1.8	-3.1	5.5	-0.9	-1.2	-6.0
COc1cccc(NC(=O)NCc2ccccn2)c1	-1.2	-1.3	-4.3	0.6	-0.6	·	·	·	4.2
CC1OC2C(OC1C)N(S(C)(=O)=O)CCN2S(C)(=O)=O (configuration not stated)	-1.1	-0.7	1.7	-2.1	-0.9	-1.4	-5.0	0.9	4.6
Cc1ccc(CN(CC(=O)N/N=C/c2ccco2)S(=O)(=O)c2ccc(C)cc2)cc1	4.9	-1.1	0.6	-1.7	0.0	-0.7	-2.4	-0.3	7.6
Cc1cc(NC(=O)c2ccccc2F)ncc1NC(=O)c1cccs1	·	-0.7	1.6	-0.6	-4.3	-3.4	-2.3	0.1	4.6
CCCn1nc(CC(=O)O)c2ccccc2c1=O	-2.0	1.0	-2.5	0.3	2.5	5.3	0.2	0.1	2.9

The listing continues.
SMILES	Mtb BioA inh	PfHsp40 yeast	Mtb UGM inh	FadD28 FP inh	Mtb FBA inh	BoNT F protease	Anthrax LF prot	BoNT A protease	GDH-TPI counter
CC(=O)Nc1ccc(Oc2ccc(NC(C)=O)c(NC(C)=O)c2)cc1	·	0.2	-1.9	-4.2	-2.5	-1.0	-7.0	-1.0	-6.3
COc1cc(-c2nc3ccc4ccccc4c3c3c2CCC3)ccc1O	-1.1	22.1	-0.3	-1.0	7.0	-7.5	0.1	0.0	7.0
COc1ccc(Oc2nc(-c3ccccc3)ncc2S(=O)(=O)c2ccccc2)cc1	·	-1.9	-2.2	-3.0	4.8	3.6	0.8	-0.2	-0.8
CCCC1C(=O)N(Cc2ccccc2)C(=O)CC1C (configuration not stated)	-2.1	0.0	0.9	-0.1	-3.8	-5.5	3.3	-0.8	4.9
CCOC(=O)N1CCC(NCCNC(=O)c2cccs2)CC1	·	-1.1	0.5	-1.0	-2.8	-2.8	5.2	-0.7	-1.5
COc1ccc(NC(=O)CCC(=O)Nc2nnc(C(C)C)s2)cc1Cl	-2.5	-0.9	-0.8	-0.2	1.8	-2.0	-3.6	-0.3	10.3
C=CC[C@@H](CC(=O)N[C@H](CO)Cc1ccccc1)C(=O)NCCOC(=O)[C@@H](CC=C)CC(=O)OC(C)(C)C	1.7	0.1	1.0	-1.7	-0.3	3.8	-13.0	-0.2	4.2
COc1ccccc1NC(=O)C1CCN(C(=O)c2ccc(C(C)(C)C)cc2)CC1	1.7	0.0	0.4	·	-7.1	8.7	-1.2	0.3	8.0
